PKA-R2B act = activates the human PKA-R2B holoenzyme complex. 0.079% of 340,000 active. PKA-R2B holoenzyme dissociation, Cy5-IP20 fluorescence polarization; R2B truncated from residue 108, S112A mutant; 0% DMSO only, 100% 113 µM cGMP. AID 504700. activation, % at 11.4 µM. P22694+P31323;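 active = activation above a cutoff set at the mean over all compounds plus 3 SD, cut at about 18% in these data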;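 note: higher means more holoenzyme dissociation and a rise in polarization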
Target sequence (P31323 whole entry, looked up, other chains not shown, the tested form may be a part): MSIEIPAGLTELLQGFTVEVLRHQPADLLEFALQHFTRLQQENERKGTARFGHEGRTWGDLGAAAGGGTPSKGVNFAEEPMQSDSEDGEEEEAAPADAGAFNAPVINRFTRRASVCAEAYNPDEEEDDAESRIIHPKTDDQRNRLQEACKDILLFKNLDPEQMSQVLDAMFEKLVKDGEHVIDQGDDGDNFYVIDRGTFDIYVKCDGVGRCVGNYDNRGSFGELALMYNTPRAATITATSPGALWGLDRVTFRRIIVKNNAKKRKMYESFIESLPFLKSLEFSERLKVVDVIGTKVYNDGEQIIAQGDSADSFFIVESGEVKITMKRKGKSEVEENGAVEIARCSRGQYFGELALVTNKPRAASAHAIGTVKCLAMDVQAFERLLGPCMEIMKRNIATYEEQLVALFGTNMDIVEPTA
CDK5 inh = blocks human CDK5/p35 kinase activity; 0.01% of 330,000 active; Recombinant CDK5/p35, ADP-Glo luminescence, 60 min; inhibition, % at 10 µM; Q00535+Q15078; AID 488839;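 active = highest replicate inhibition of at least 50% and at least 75% of replicates reaching 50%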;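 note: plate controls were DMSO neutral control for no effect and GW8510 at 10 µM for full effect; many of its hits are not listed in these tables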
PKA-R1A act = PKA-R1A complex activation; activation, % at 11.4 µM; PKA-R1A dissociation, Cy5-IP20 fluorescence polarization; scaled: DMSO 0%, 113 µM cGMP 100%; 0.083% of 340,000 active; P00514+P68181;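 active = percent activation above the mean of all tested compounds plus 3 SD, cut at about 19% in these data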;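 note: higher means more PKAc released from R1A so a rise in polarization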
Pemphigus Ab inh = human desmoglein-3 autoantibody binding inhibition | P32926 | DSG3-coupled beads, scFv-anti-DSG3-GFP binding, flow cytometry; active compounds read low | binding (percent of control), % at 10 µM | 0.48% of 310,000 active;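 active = binding more than 3 SD below its plate's average and above zero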;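 note: hits lower antibody fragment binding to DSG3; some compounds called inactive have numbers as strong as hits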
MITF TRPM1 HTS = increases MITF-driven TRPM1 promoter luciferase signal; SK-MEL-5 TRPM1-promoter luciferase, 24 h; % of positive control, neutral wells = 0; activation, % at 12.5 µM; 0.75% of 300,000 active;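 active = mean activation of at least 80% with every replicate also reaching 80%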;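 note: 0% = neutral control wells and 100% = parthenolide positive control wells; values of inactives mirror those of a sister screen read the other way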
SR-BI HDL uptake = blocks mouse SR-BI lipid uptake from DiI-HDL | Q61009 | ldlA[mSR-BI] CHO cells, DiI-HDL uptake fluorescence, 3 h | inhibition, % at 12.5 µM | 0.96% of 320,000 active;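 active = mean replicate inhibition of at least 70% and a set share of replicates each scoring 70 or more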;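 note: 0% = median of neutral control wells and 100% = median of positive control wells; values of inactives mirror those of a sister screen read the other way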
SR-BI DiI-HDL act = enhances SR-BI lipid uptake from DiI-HDL; 0.096% of 320,000 active; activation, % at 12.5 µM; CHO ldlA[mSR-BI] cells, DiI-HDL uptake fluorescence, 3 h; 100 = double the neutral-control signal;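 active = mean replicate activation of at least 60% and every replicate at or above 60%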;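 note: 0% = median plate neutral-control signal and 100% = twice that signal; values of inactives mirror those of a sister screen read the other way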
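System: CHO ldlA[mSR-BI] cells / Medium: HEPES-buffered (25 mM, pH 7.4) F12 plus 0.5% BSA / Probe or stimulus: labelled HDL, 10 µg/mL / Doses: single compound concentration, delivered by pin transfer / Schedule: 3 h, 37 °C / Measured by: DiI fluorescence, bottom read / Measure: cell-associated DiI fluorescence as measure of HDL uptake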
NSD2 HMT inh = blocks human histone methyltransferase NSD2. NSD2 peptide methylation, AlphaScreen, 120 min. inhibition, % at 12.5 µM. O96028. 0.54% of 310,000 active; in the data active = inhibition above about 50%
Arrestin-AP2 inh = inhibitors of human beta-arrestin and AP2 interaction; FITC-arrestin peptide / GST-AP2 beads, flow cytometry; AP2 beta2 appendage carries R879A mutation; inhibition, % at 10 µM; 0.31% of 340,000 active; AID 504490;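 active = inhibition above a set limit, near 3 SD of compounds lacking own fluorescence, cut at about 54% in these data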;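 note: plate controls were DMSO wells for no effect and 5 µM unlabelled arrestin peptide for full effect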
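Assay system: GST-AP2 R879A bound to glutathione beads, E. coli-expressed; Medium: PBS with 0.05% Tween 20 and 0.1% BSA; Also added: fluorescein-tagged arrestin peptide at 50 nM final; Timing: 12 min plus 1 h, RT; Measured by: flow cytometry, FL1 (488/535 nm); Evaluation: percent drop in bead-associated FITC signal.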
dFosB activator = enhances mouse delta FosB homodimer DNA binding | activation, % at 25 µM | P13346 | purified delta FosB, TAMRA-CDK5 oligo fluorescence polarization; percent of positive-control signal above neutral wells | 0.99% of 340,000 active | AID 493131;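 active = mean activation above about 17%, with every replicate also reaching it, limit read from the data, passing the limit was not always enough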;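 note: fluorescence polarization rise as delta FosB binds a TAMRA Cdk5 AP-1 oligo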
Target sequence (P13346 whole entry, looked up): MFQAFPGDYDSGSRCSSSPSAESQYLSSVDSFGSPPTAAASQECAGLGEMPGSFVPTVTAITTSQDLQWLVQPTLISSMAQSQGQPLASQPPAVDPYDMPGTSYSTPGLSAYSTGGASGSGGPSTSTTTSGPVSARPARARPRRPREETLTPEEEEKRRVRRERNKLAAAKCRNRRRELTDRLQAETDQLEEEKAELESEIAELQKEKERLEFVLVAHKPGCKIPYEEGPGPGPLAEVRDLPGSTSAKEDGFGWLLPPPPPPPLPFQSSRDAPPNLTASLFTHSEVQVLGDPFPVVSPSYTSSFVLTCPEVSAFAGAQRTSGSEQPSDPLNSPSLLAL
SUMO Mot1 rescue = blocks SUMOylation pathway, rescuing yeast Mot1-301 growth | S. cerevisiae Mot1-301 growth rescue, ATP luminescence, 38.5C; percent above DMSO median, 100 means doubled | 1% of 320,000 active | growth rescue, % at 18.8 µM;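 active = every valid replicate shows activation above 250% relative to neutral control wells; inactive = the rest, any valid replicate at or below 250%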;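 note: OY570 slx delta 5 strain wells were the positive control but not used for scaling; some compounds called inactive have numbers as strong as hits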
Active calls of the source: *; nt = not tested or not shown.

Molecule	PKA-R2B act	CDK5 inh	PKA-R1A act	Pemphigus Ab inh	MITF TRPM1 HTS	SR-BI HDL uptake	SR-BI DiI-HDL act	NSD2 HMT inh	Arrestin-AP2 inh	dFosB activator	SUMO Mot1 rescue
O=C(O)c1cc2ccccc2[nH]1	-8	1.9	-2	nt	-20	-2	2	nt	7	-5	nt
CCc1ccccc1NC(=O)C1CCN(c2cnccn2)CC1	10	-2.1	-5	106	-4	-20	20	8	5	9	9
O=C(Nc1ccc(S(=O)(=O)Nc2nccs2)cc1)c1ccc(=O)[nH]c1	-4	1.2	-3	99	14	-14	14	8	2	-1	5
CCOC(=O)c1ccc(NC(=S)Nc2cccc(N)n2)cc1	-3	-0.5	-12	101	nt	35	-35	0	19	-7	-1
Cc1ccc(NC(=O)Nc2cnccn2)cc1C	-10	0.2	-8	85	53	nt	nt	-1	9	-6	-12
O=c1oc(-c2ccccc2)nc2sc3c(c12)CCC3	-9	0.1	-21	87	10	-7	7	16	9	-17	141
Cc1ccc(-c2nnn(CC(=O)O)n2)cc1	-19	-1.6	-10	114	1	-18	18	1	12	4	21
O=C(Nc1ccc(C(=O)O)cc1)/C(=C/c1ccc([N+](=O)[O-])cc1)NC(=O)c1ccccc1	-2	-1.3	3	102	3	-4	4	-1	-2	-1	5
O=C(/C=C/c1ccccc1)NC(NC(=S)Nc1ccc(Cl)cc1Cl)C(Cl)(Cl)Cl (configuration not stated)	-26	-0.1	0	90	-10	29	-29	nt	2	-2	39
c1ccc(-c2noc(CSc3nnnn3-c3ccccc3)n2)cc1	-6	-1.9	-2	99	4	nt	nt	nt	3	-3	-7
O=C(/C=C/c1ccccc1)NCCSCc1ccc(Cl)cc1	1	-0.3	-5	91	-7	-14	14	0	5	-8	-3
COc1ccc(Cl)cc1C(=O)NCCS(=O)(=O)N1CCN(c2ccccc2F)CC1	-6	0.3	3	103	-9	14	-14	-1	-1	-9	16
COc1ccc(NC(=O)CCCN2C(=O)C3CC=CCC3C2=O)cc1 (configuration not stated)	-8	-0.4	-1	nt	20	5	-5	7	2	-5	-22
Cc1ccc(NC(=O)CCC(=O)NNC(=O)c2ccccc2)c(C)c1	0	-1.7	-5	100	-6	-17	17	-1	33	-1	-11
O=C(OCC(=O)N1CCCc2ccccc21)c1ccc(Cl)nc1	-7	0.6	-6	84	10	-12	12	-2	-2	2	5
CCOC(=O)CCSc1nc(-c2ccccc2)cc(C(F)(F)F)n1	-18	0.3	-5	nt	14	nt	nt	-14	25	2	-2
CCC(=O)NCCNC(=O)c1c(SC)nsc1SC	-3	-0.1	7	111	-11	-19	19	3	2	2	7
CCCN(CC1CC1)C(=S)NC(=O)c1cc(Br)ccc1Cl	4	0.0	0	104	3	-15	15	2	31	-14	nt
COc1ccc2oc(C(=O)OCC(=O)Nc3ccccc3)c(C)c2c1	-9	-1.8	-5	98	16	-17	17	0	11	-11	15
CC(C)CCn1c(CN2CCOCC2)nc2c1c(=O)n(C)c(=O)n2C	-2	-0.7	4	107	nt	-20	20	nt	-9	-1	-3
COc1ccc(CNC(=O)c2cc(S(=O)(=O)N3CCCCC3)ccc2N2CCOCC2)cc1OC	0	-0.5	-21	104	nt	-25	25	-3	3	-4	nt
O=C(NNC(=O)c1sccc1-n1cccc1)c1ccc(Cl)cc1	-5	-0.7	-4	96	0	3	-3	nt	3	-1	-3
CCOC(=O)c1sc(C)c2c1NC1(CCCCCC1)NC2=O	-11	-0.6	-13	nt	3	44	-44	-1	11	-4	-16
O=C(O)c1ccccc1C1c2ccccc2Oc2ccccc21	-8	-0.2	-15	120	3	-10	10	-1	25	3	nt
COc1cccc2sc(Nc3nc(-c4ccccn4)cs3)nc12	3	-0.1	5	96	-53	29	-29	nt	29	7	8
COc1ccc(S(=O)(=O)NC2CC(=O)N(c3ccc(C)c(C)c3)C2)cc1 (configuration not stated)	5	1.1	-6	106	-9	3	-3	-2	-6	-3	44
COC(=O)c1ccc(Cn2nnc3c(=O)[nH]c(C4CCCN(S(=O)(=O)c5ccccc5)C4)nc32)cc1 (configuration not stated)	4	0.4	6	99	6	-14	14	1	8	-9	15
O=S(=O)(Nc1ccc(OC(F)F)cc1)c1ccc(-c2ccon2)s1	-6	0.2	6	nt	9	5	-5	1	7	-10	-16
O=C(NC1CCCCC1)C(c1ccc(Cl)cc1)N1CCC2(CC1)OCCO2 (configuration not stated)	3	2.3	-7	nt	13	-9	9	6	27	-5	17
C/C(N)=C(/C#N)C(=O)COC(=O)c1ccc(NC(N)=O)cc1	-1	0.6	-8	90	14	45	-45	6	16	-3	-8

Pulled one by one from the list above, 2 records:
Molecule	PKA-R2B act	CDK5 inh	PKA-R1A act	Pemphigus Ab inh	MITF TRPM1 HTS	SR-BI HDL uptake	SR-BI DiI-HDL act	NSD2 HMT inh	Arrestin-AP2 inh	dFosB activator	SUMO Mot1 rescue
O=C(/C=C/c1ccccc1)NCCSCc1ccc(Cl)cc1	1	-0.3	-5	91	-7	-14	14	0	5	-8	-3
CC(C)CCn1c(CN2CCOCC2)nc2c1c(=O)n(C)c(=O)n2C	-2	-0.7	4	107	nt	-20	20	nt	-9	-1	-3

More compounds follow.
Molecule	PKA-R2B act	CDK5 inh	PKA-R1A act	Pemphigus Ab inh	MITF TRPM1 HTS	SR-BI HDL uptake	SR-BI DiI-HDL act	NSD2 HMT inh	Arrestin-AP2 inh	dFosB activator	SUMO Mot1 rescue
CN(Cc1ccccc1NS(=O)(=O)c1ccc(Cl)cc1)C1CCCCC1	-3	-0.4	2	119	0	27	-27	0	11	-7	-32
Cc1cccc(NC(=O)c2ccc(OCC3CCCO3)cc2)c1C (configuration not stated)	6	1.0	-9	81	27	1	-1	-3	-1	1	12
O=C(CSc1nnnn1Cc1ccccc1)Nc1ccc2c(c1)OCCO2	-3	-0.1	4	91	10	-12	12	-1	21	-3	-3
O=C(CCCC(=O)N(CC(=O)NC1CCCCC1)Cc1ccco1)Nc1ccccn1	-1	0.5	-4	99	-1	nt	nt	1	-6	2	-20
Cc1ccc2nc(/N=C(\N)NC(=O)NC3CCCCC3)nc(C)c2c1	nt	2.5	nt	103	nt	14	-14	0	13	-18	2
CCOC(=O)C1=C(CC)OC(N)=C(C#N)C1c1cc(OC)ccc1OC (configuration not stated)	-16	-1.5	-5	109	-2	-23	23	-2	-18	-6	-7
CCOc1ccc(NC(=O)CN(C)C(=O)c2ccccc2OCc2cccc(C)c2)cc1OCC	1	1.3	-2	nt	nt	86*	-86	2	10	-16	-6
COc1cccc(/C=N/NC(=O)c2ccc(OCc3cccc(Br)c3)cc2)c1	5	1.3	6	92	nt	36	-36	-3	12	-12	8
CCC(=O)Nc1ccc(N2CCC(C)CC2)cc1	-8	-0.4	-4	103	37	-11	11	1	0	-4	-13
CC(=O)/C(=N\Nc1ccc(Cl)cc1)Sc1nnc(-c2ccccc2)n1-c1ccccc1	-2	0.6	-16	98	5	22	-22	-1	-7	11	nt
NS(=O)(=O)c1ccc(N/N=C/c2ccccn2)c([N+](=O)[O-])c1	-15	3.3	3	100	-1	9	-9	0	20	-1	10
COc1ccc(OCc2nnc(SCC(=O)N3c4ccccc4Sc4ccc(Cl)cc43)o2)cc1	-2	-0.2	0	nt	nt	23	-23	-1	1	-13	nt
CCC1CCCCN1CC(=O)c1c(C)[nH]c2ccccc12 (configuration not stated)	-13	0.4	6	115	-6	-13	13	2	16	4	131
O=C1c2cc(Cl)ccc2OC2(CCNCC2)C12CC(c1ccccc1)=NO2 (configuration not stated)	6	-0.5	10	106	3	-1	1	nt	10	-14	-23
CCOC(=O)C1(Cc2ccccc2)CCN(CC2CC=CCC2)CC1 (configuration not stated)	7	1.8	-5	99	7	-11	11	4	-13	2	-9
Cc1nc(C(=O)Nc2ccc(Cl)cc2Cl)nn1-c1cc(OC(C)C)c(Cl)cc1Cl	-7	-1.4	1	93	nt	25	-25	-4	-5	-14	-24
Cc1ccc(Cn2c(=S)[nH]c3ccc(N4CCOCC4)cc3c2=O)o1	2	-1.6	-8	nt	nt	-10	10	nt	9	-6	-10
NC(=O)C1(N2CCCCC2)CCN(c2nc(-c3ccccc3)cs2)CC1	4	-2.3	0	107	nt	-5	5	nt	-2	-2	11
COc1ccccc1-c1cc(C(=O)N2CCCc3ccccc32)no1	10	-0.5	6	109	43	nt	nt	-4	7	-10	6
O=C(Nc1ccncc1)C1CCN(S(=O)(=O)c2ccccc2)CC1	6	1.9	4	99	-8	-30	30	-1	9	-12	-3
CC(C)c1ccc(N2CC(C)(C)C2=O)cc1	-13	0.9	-2	95	12	-33	33	2	26	-3	126
O=C(NCc1ccc(F)cc1)C1CCCN1S(=O)(=O)c1ccccc1C(F)(F)F (configuration not stated)	-1	0.8	4	106	4	16	-16	137*	-4	-10	-6

From PubChem
